Screening results: PubChem, several laboratories
PfHsp40 rescue: compounds rescuing yeast from Plasmodium falciparum HSP40 toxicity; S. cerevisiae expressing PfHsp40, growth rescue, ATP luminescence; growth rescue, % at 12.5 µM; 0.68% of 340,000 active; AID 504582; in the data active = growth rescue above about 28%, passing the limit was not always enough; inconclusive = no clear call, values can overlap the other calls;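 also: yeast W303a lacking pdr1 and pdr3 grown in galactose medium; growth measured after three days at 30 °C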
FadD28 binding: blocks FadD28 binding to the bisubstrate probe; fluorescence polarization; 0.22% of 360,000 active; AID 588549; inhibition, % at 12.5 µM; in the data active = inhibition above about 8.5%, passing the limit was not always enough; inconclusive = no clear call, values can overlap the other calls
BoNT F protease: inhibitors of Botulinum neurotoxin F light chain protease | inhibition, % at 10 µM | Multiplex microsphere protease cleavage assay, flow cytometry | 0.22% of 360,000 active | AID 588497; in the data active = inhibition above about 35%, passing the limit was not always enough; inconclusive = no clear call, values can overlap the other calls; also: plate controls were buffer without enzyme for full effect and enzyme alone for no effect
CCHF vOTU inh: CCHFV vOTU protease inhibition; inhibition, % at 11.5 µM; Pep-AMC fluorescence; 0.55% of 370,000 active; in the data active = inhibition above about 30%; also: 0% = vehicle wells with enzyme and 100% = no enzyme wells
BoNT A protease: blocks Botulinum neurotoxin A light chain protease. inhibition, % at 10 µM. multiplex microsphere protease substrate cleavage, flow cytometry. AID 588499. 0.17% of 360,000 active; also: plate controls were buffer without enzyme for full effect and enzyme alone for no effect
PrPC surface inh: cell surface PrPC inhibition, primary TR-FRET screen. inhibition, % at 13.8 µM. AID 720596. TR-FRET read-out. P04156. 0.43% of 370,000 active; in the data active = inhibition above about 24%; also: 0% = median of the test wells and 100% = reference compound wells
TcdB GH inh: blocks C. difficile toxin B glycohydrolase activity; P18177; TcdB glycohydrolase enzymatic assay, plate reader; inhibition, % at 9.99 µM; 0.24% of 350,000 active; AID 652162; in the data active = inhibition above about 10%
Target sequence (P18177 whole entry, looked up): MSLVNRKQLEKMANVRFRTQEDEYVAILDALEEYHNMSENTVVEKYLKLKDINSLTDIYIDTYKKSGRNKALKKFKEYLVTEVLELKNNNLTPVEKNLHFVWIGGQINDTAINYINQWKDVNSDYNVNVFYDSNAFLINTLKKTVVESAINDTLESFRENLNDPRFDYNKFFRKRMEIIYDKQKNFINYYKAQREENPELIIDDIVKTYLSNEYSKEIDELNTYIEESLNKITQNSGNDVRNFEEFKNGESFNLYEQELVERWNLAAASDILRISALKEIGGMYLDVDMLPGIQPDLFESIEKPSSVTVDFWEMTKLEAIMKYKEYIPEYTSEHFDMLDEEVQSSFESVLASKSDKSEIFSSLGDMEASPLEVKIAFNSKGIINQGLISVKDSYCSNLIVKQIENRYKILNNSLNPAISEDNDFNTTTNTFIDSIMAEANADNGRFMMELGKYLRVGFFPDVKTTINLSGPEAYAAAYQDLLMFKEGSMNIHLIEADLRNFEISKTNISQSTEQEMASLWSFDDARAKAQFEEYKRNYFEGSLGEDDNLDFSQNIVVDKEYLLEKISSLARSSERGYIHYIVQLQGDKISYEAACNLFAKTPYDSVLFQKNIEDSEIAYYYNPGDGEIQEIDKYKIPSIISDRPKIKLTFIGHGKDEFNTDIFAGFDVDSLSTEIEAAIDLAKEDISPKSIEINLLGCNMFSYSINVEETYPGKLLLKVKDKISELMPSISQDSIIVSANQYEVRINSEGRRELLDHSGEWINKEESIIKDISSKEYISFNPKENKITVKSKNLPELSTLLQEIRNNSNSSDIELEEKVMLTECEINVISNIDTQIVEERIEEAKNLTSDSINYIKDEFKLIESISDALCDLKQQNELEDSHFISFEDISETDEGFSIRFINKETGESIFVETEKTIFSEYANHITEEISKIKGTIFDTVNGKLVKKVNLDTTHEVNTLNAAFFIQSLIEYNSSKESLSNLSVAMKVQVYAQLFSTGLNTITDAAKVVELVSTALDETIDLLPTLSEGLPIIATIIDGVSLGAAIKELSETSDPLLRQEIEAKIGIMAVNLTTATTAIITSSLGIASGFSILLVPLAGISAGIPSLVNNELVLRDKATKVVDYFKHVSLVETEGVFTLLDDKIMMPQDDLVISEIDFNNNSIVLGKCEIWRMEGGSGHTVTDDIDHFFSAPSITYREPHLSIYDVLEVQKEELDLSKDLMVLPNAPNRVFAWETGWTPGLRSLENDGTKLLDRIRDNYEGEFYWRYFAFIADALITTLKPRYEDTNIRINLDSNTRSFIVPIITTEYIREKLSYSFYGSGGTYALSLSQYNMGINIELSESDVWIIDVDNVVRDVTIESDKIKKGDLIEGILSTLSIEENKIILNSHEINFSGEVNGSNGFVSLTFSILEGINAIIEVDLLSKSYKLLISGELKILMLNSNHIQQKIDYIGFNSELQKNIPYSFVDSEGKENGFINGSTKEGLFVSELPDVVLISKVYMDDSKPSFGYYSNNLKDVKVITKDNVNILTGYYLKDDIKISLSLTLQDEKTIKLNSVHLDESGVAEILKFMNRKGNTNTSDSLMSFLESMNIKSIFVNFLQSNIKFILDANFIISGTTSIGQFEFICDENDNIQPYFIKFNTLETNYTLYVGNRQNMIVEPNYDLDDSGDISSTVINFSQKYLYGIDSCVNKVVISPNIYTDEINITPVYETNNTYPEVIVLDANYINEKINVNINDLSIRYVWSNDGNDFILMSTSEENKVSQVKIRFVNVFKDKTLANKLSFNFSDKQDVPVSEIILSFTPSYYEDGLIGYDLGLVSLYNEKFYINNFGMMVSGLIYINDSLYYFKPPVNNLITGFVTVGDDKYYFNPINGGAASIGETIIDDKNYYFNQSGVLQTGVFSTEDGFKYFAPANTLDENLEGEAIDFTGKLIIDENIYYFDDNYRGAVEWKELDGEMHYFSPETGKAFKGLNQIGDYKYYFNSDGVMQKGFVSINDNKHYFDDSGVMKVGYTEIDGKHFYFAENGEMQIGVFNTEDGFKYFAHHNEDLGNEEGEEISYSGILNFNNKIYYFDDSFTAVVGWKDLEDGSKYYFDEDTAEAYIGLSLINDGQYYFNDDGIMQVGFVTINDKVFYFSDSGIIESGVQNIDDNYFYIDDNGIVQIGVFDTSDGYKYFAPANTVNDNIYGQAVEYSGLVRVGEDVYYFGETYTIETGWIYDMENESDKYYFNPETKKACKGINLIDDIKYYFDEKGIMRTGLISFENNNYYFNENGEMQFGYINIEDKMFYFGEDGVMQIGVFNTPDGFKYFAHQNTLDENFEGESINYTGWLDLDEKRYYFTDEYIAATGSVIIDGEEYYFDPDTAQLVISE
Y pestis TopoI: inhibitors of Yersinia pestis topoisomerase I; Y. pestis Topo-I cleavage product accumulation, plate reader; activity, % at 10 µM; 0.064% of 360,000 active; AID 504884; in the data active = activity above about 50%, passing the limit was not always enough; inconclusive = no clear call, values can overlap the other calls; also: inactives centre near 2
Anthrax LF inh2: anthrax lethal factor protease inhibition; AID 588501; 0.12% of 360,000 active; inhibition, % at 10 µM; multiplex microsphere protease cleavage assay, LF; also: plate controls were buffer without enzyme for full effect and enzyme alone for no effect
Active calls of the source: *; ? = inconclusive; . = no result given. Rule as the data show it, unless noted: active = inhibition above about 30%; inconclusive = no clear call, values can overlap the other calls; inactive = below that.

Molecule,PfHsp40 rescue,FadD28 binding,BoNT F protease,CCHF vOTU inh,BoNT A protease,PrPC surface inh,TcdB GH inh,Y pestis TopoI,Anthrax LF inh2
Cc1noc(C)c1COC(=O)c1cc(S(=O)(=O)N2CCOCC2)ccc1Cl,0.9,-1.2,9.9,9.0,0.4,-1.7,0.5,4.1,-1.8
COCCn1c(C)cc(/C=C2/NC(=O)N(Cc3ccc(C)cc3)C2=O)c1C,-0.5,1.6,0.6,15.5,-0.1,-6.0,1.9,-2.7,1.2
COc1ccc(CCNC(=O)CN2CCN(S(=O)(=O)c3ccc(Cl)cc3)CC2)cc1OC,1.1,0.0,-15.8,5.3,-0.1,3.1,.,16.9,0.5
O=S(=O)(c1cccs1)N1CCN(S(=O)(=O)c2cccs2)CC1,-0.9,-1.6,1.9,-0.4,-0.9,6.7,0.8,-4.7,-7.4
Nc1c(C(=O)CSc2nnc(Cc3ccccc3)o2)c(=O)[nH]c(=O)n1C1CC1,-0.4,-0.7,-2.4,-6.5,-2.3,-3.3,0.6,13.9,-1.1
CCN(CC)CC(C)(C)C(=O)/C=C/c1ccc(/C=C/C(=O)C(C)(C)CN(CC)CC)cc1,0.3,-2.3,-4.5,-3.6,0.9,89.8*,0.9,17.8,2.9
CCOC(=O)C(=CNc1nc2ccc(C(=O)OCC)cc2s1)C(=O)OCC,.,-1.9,0.0,1.0,1.4,-2.2,0.7,-3.9,6.6
O=C(COC(=O)C1CC(=O)N(Cc2ccco2)C1)Nc1ccc(F)cc1F (configuration not stated),0.3,-2.6,9.9,-6.2,-0.4,-5.6,-0.2,9.5,4.4
O=C(CN1C(=O)NC2(CCOc3ccccc32)C1=O)NCc1ccccc1 (configuration not stated),7.7,-2.1,-2.9,8.4,0.2,-4.5,0.9,-0.4,-1.0
S=c1[nH]nc(-c2ccco2)n1-c1ccccc1Cl,3.7,-3.1,5.3,-10.2,0.3,0.0,1.0,-6.1,-1.6
Nc1ccc(OCc2ccccc2)cc1[N+](=O)[O-],-0.3,-0.5,3.2,0.8,0.4,-30.1,1.6,-1.1,-4.4
Cc1ccc(CNC(=O)c2ccc(S(=O)(=O)N3CCCCC3)cc2)cc1,-0.7,0.3,23.1,-7.8,3.0,17.0,1.9,-3.8,0.3
O=C(C1CCC(CNS(=O)(=O)c2cccc3cccnc23)CC1)N1CCc2ccccc21 (configuration not stated),9.1,1.1,-1.0,1.7,-0.7,4.3,0.7,11.1,-10.3
COc1ccc(NC(=O)C2CC(=O)N=C(N)S2)cc1 (configuration not stated),0.0,-0.3,-5.2,6.9,0.4,-1.2,-0.1,0.9,-0.2
CCOc1ccc(S(=O)(=O)N(CC(=O)NCC(F)(F)F)Cc2ccco2)cc1,0.3,-3.6,-6.5,7.6,-1.1,5.3,-0.6,4.8,1.9

New compounds follow:
Molecule,PfHsp40 rescue,FadD28 binding,BoNT F protease,CCHF vOTU inh,BoNT A protease,PrPC surface inh,TcdB GH inh,Y pestis TopoI,Anthrax LF inh2
COC(=O)c1sc2ccccc2c1N,0.2,-3.4,-5.2,-89.7,0.0,-5.0,0.5,3.4,-8.0
O=C(O)CCC(=O)Nc1cccc(C(=O)c2ccccc2)c1,0.0,-0.7,0.0,18.1,0.1,14.4,0.9,-0.2,-8.8
CC(C(=O)N1CCOCC1)n1cc([N+](=O)[O-])cn1 (configuration not stated),-0.2,-2.5,-4.7,-21.0,0.0,-5.4,1.6,0.7,-2.5
C=C(C)Cn1c(CNC(C)=O)nc2ccccc21,-0.3,2.5,-2.8,5.6,-0.5,0.4,-1.7,-3.4,-1.5
COC(=O)c1cc(S(=O)(=O)Nc2ccc(C)cn2)c[nH]1,-0.9,-2.5,1.6,3.3,0.5,-3.7,-0.7,-10.1,-2.4
CCN(CC)c1ccc(/C=C/C(=O)C2C(=O)C=C(C)OC2=O)cc1 (configuration not stated),-1.6,-1.3,154.2*,-10.5,70.0*,-0.5,-0.2,9.9,73.0*
Cc1ccc(CNC(=O)C2CCC(=O)N2C(C)C)cc1 (configuration not stated),-1.9,0.4,-10.5,-15.5,-2.2,0.7,-0.7,-3.9,3.0
O=C(Nc1ccc(N2CCOCC2)cc1)c1c(F)cccc1Cl,-1.0,1.6,-3.9,-4.5,0.0,2.2,1.1,1.3,-9.6
CCC1CCc2sc(C(=O)NCC3CCCO3)cc2C1 (configuration not stated),0.0,-1.2,-15.2,23.0,-9.7,5.1,1.7,10.7,-7.7
Cc1cccc(NC(=O)c2cnccn2)c1,-0.1,0.3,?,-8.7,1.7,2.4,0.4,1.7,21.4
CC(OC(=O)Cn1cnc2ccccc2c1=O)C(=O)NCc1ccccc1 (configuration not stated),-0.4,0.4,-4.9,-10.7,-1.8,-2.9,1.0,9.0,-3.1
Cc1ccc(OCC(=O)N(Cc2ccc(N(C)C)cc2)C2CCS(=O)(=O)C2)cc1 (configuration not stated),-1.5,-2.3,10.2,2.1,-0.3,8.6,.,15.4,-2.8
Cc1ccccc1C(=O)NC1CCS(=O)(=O)C1 (configuration not stated),-0.6,-4.0,?,-10.8,0.3,-8.0,.,4.1,2.0
O=C(COC(=O)/C=C/c1ccc(S(=O)(=O)N2CCOCC2)cc1)NCc1ccc(F)cc1,-0.3,0.3,-3.9,10.7,-0.2,-12.6,1.8,0.8,0.6
CC(=O)N1CCc2cc(S(=O)(=O)CCC(=O)Nc3cccc(F)c3)ccc21,-0.7,-1.8,-26.6,3.4,0.1,4.1,.,-6.5,1.6

The results go on:
Molecule,PfHsp40 rescue,FadD28 binding,BoNT F protease,CCHF vOTU inh,BoNT A protease,PrPC surface inh,TcdB GH inh,Y pestis TopoI,Anthrax LF inh2
Cc1ccc(NC(=O)COC(=O)c2ccco2)cc1,1.8,-2.1,-6.5,-16.6,0.1,1.6,1.0,-2.2,-1.3
CC(C)(C)SC(=O)C[C@@H]1NS(=O)(=O)OC2CCCCC21 (some centres not stated),-1.2,-0.1,-5.2,7.0,-0.1,7.9,0.8,8.1,-5.3
COC(=O)C1=C(c2cccc(Cl)c2)C[C@@H]2CC[C@H]1N2C(=O)NCC1CC1,-0.4,-2.0,-10.6,3.3,0.5,4.8,2.4,0.3,-2.0
NS(=O)(=O)c1ccc(CCNC(=O)C2CCCO2)cc1 (configuration not stated),-1.4,-0.4,4.6,-4.5,-0.4,-0.8,0.3,2.4,-10.9
CCn1c(CCNC(=O)c2ccc(Cl)cc2)nnc1SCC(=O)NC1CCCC1,0.8,0.3,-13.5,-8.9,0.3,-5.9,.,3.3,-2.7
O=C(CN(Cc1ccc(F)cc1)C(=O)CNS(=O)(=O)c1ccccc1)NCc1ccco1,-0.5,.,3.9,5.9,-0.7,-2.0,1.1,3.8,-0.8
COc1cc(/C=N/NC(N)=O)ccc1OCC(=O)Nc1cc(C)c(C)cc1Br,0.0,-0.7,-1.1,-0.2,0.0,-0.7,0.1,7.5,0.7
CC(=O)Nc1c(C(=O)N2CCOCC2)cnn1-c1ccc(C)c(C)c1,0.2,-2.3,4.6,18.3,-0.3,-0.8,.,7.0,1.2
C=CCOc1c(Br)cc(/C=C(\C#N)C(N)=O)cc1OC,-0.1,-1.3,-2.3,-5.7,-0.6,-6.1,1.2,0.7,-3.2
O=C(Nc1cccc(C(=O)O)c1)Nc1ccccc1Cl,1.4,-3.0,-5.0,3.6,-1.2,7.9,-0.3,2.0,1.2
O=C(Nc1ccsc1C(=O)NC1CC1)c1ccccc1,1.2,-0.1,.,-2.0,.,-6.2,.,5.9,.
CCCCNC(=O)c1c(N)[nH]c(C(=O)c2ccccc2)c1-c1ccc(Cl)cc1,.,.,-19.6,3.9,-0.6,-0.3,0.7,.,-3.3
CCN(CC(=O)NCc1ccc(Cl)cc1)C(=O)C1CCN(S(=O)(=O)c2ccc(OC)c(OC)c2)CC1,0.2,-3.1,1.1,-8.2,1.7,6.8,1.7,16.0,-0.1
O=C1/C(=C/c2ccco2)N=C(N2CCCCC2)N1c1ccccc1,1.7,-2.4,1.3,7.6,-0.2,-5.8,.,-3.5,-3.1
CO/N=C/c1c(C(=O)OC)nn(-c2ccccc2)c1Cl,-0.7,-1.5,-4.5,-4.2,-0.4,6.8,0.9,6.9,-6.0

A second format for some results above.
Each structure is followed by: PfHsp40 rescue | FadD28 binding | BoNT F protease | CCHF vOTU inh | BoNT A protease | PrPC surface inh | TcdB GH inh | Y pestis TopoI | Anthrax LF inh2
O=C(Nc1cccc(C(=O)O)c1)Nc1ccccc1Cl
 : 1.4 | -3.0 | -5.0 | 3.6 | -1.2 | 7.9 | -0.3 | 2.0 | 1.2
CC(C)(C)SC(=O)C[C@@H]1NS(=O)(=O)OC2CCCCC21 (some centres not stated)
 : -1.2 | -0.1 | -5.2 | 7.0 | -0.1 | 7.9 | 0.8 | 8.1 | -5.3
Cc1ccc(NC(=O)COC(=O)c2ccco2)cc1
 : 1.8 | -2.1 | -6.5 | -16.6 | 0.1 | 1.6 | 1.0 | -2.2 | -1.3
O=C1/C(=C/c2ccco2)N=C(N2CCCCC2)N1c1ccccc1
 : 1.7 | -2.4 | 1.3 | 7.6 | -0.2 | -5.8 | . | -3.5 | -3.1

Remaining list, next part.
Molecule,PfHsp40 rescue,FadD28 binding,BoNT F protease,CCHF vOTU inh,BoNT A protease,PrPC surface inh,TcdB GH inh,Y pestis TopoI,Anthrax LF inh2
Cc1cc(Br)ccc1OCC(=O)NNC(=O)Cc1ccccc1,-0.2,-0.8,4.9,-6.0,-0.2,14.8,2.3,5.1,-1.1
Nc1nonc1C(=O)NCCN=Cc1ccccc1O,-0.8,-0.8,-0.2,-7.8,-0.7,4.2,.,-12.5,2.0
Cc1nn(C)c(C)c1Sc1ccccc1N,-0.8,-3.8,-4.3,1.2,-0.6,1.1,0.6,4.0,-2.0
O=C(/C=C/c1ccc([N+](=O)[O-])cc1)NC1CC2CCC1C2 (configuration not stated),1.5,-0.5,2.1,-0.8,-1.0,-41.6,2.9,1.6,0.5
CCOC(=O)/C(=N/Nc1ccc(Br)cc1)N1CC(C)OC(C)C1 (configuration not stated),36.3*,-1.5,-0.2,-3.9,-0.6,31.6*,34.4*,10.5,-6.9
CCc1c(C)c2ccc(OCC(=O)OC)cc2oc1=O,-0.9,-0.8,-9.9,-28.2,?,14.2,.,-0.9,-4.9
CS(=O)(=O)c1ccc(C(=O)OCC(=O)N2CCOCC2)cc1[N+](=O)[O-],.,-0.2,0.4,-1.5,0.3,-25.1,0.5,-0.1,-0.5
CC(C)OC(=O)c1ccc2ccc(-c3ccccc3)nc2c1,.,-4.1,-4.4,1.6,0.3,-3.5,0.0,.,0.1
Cn1c(CNC(=O)CNC(=O)c2cccc(Cl)c2)cc(=O)n(C)c1=O,-1.1,-0.2,0.6,-3.1,0.6,0.6,1.7,-1.8,-1.0
CC1CCCCC1NC(=O)COC(=O)c1cc(=O)[nH]c2ccccc12 (configuration not stated),-1.5,.,4.2,1.1,1.2,-0.3,0.3,-1.4,-1.3

Hits appear at their usual frequency; any-hit rate near 2.3%.
